Compound activity deposited in PubChem BioAssay by National Center for Advancing Translational Sciences (NCATS).
TDP1 inh – qHTS Assay for Inhibitors of Tyrosyl-DNA Phosphodiesterase (TDP1); AID 485290, 2010; recombinant TDP1, AlphaScreen DNA substrate cleavage; Tyrosyl-DNA phosphodiesterase 1 (Homo sapiens), Q9NUW8; actives 0.28% (n = 350,000); Potency, µM (titrated, usually from 130 µM), inactives show top-dose activity change, negative = inhibition, usual class: inhibitors; note: nearly all actives have a fitted effect of over 40% in size
Target sequence (Q9NUW8 whole entry, looked up): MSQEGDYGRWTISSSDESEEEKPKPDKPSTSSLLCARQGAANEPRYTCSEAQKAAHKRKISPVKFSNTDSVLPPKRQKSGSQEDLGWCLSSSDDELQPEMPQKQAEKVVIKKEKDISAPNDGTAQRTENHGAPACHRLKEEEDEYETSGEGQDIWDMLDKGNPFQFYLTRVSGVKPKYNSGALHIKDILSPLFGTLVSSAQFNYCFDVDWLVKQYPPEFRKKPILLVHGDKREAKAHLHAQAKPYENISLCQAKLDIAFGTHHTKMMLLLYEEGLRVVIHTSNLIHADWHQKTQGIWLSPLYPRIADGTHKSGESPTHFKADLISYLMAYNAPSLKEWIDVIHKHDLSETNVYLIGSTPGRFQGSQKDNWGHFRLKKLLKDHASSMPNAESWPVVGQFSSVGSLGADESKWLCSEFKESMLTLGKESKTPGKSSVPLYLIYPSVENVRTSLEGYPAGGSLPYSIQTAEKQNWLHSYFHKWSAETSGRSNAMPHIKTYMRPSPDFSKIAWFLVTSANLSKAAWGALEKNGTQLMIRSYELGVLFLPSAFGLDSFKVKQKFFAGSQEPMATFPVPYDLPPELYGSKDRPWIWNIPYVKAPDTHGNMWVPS
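Compounds were preincubated with Tdp1 (1 nM final) for 15 min at room temperature before substrate (15 nM final) started a 5 min reaction; beads (10 ug/ml final) were then added for 10 min before AlphaScreen detection.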
N370S GC – qHTS Assay for Inhibitors and Activators of N370S glucocerebrosidase as a Potential Chaperone Treatment of Gaucher Disease. Lysosomal acid glucosylceramidase (Homo sapiens), P04062. Potency, µM (titrated, usually from 59.4 µM), for inactives: at the top dose activity change, negative = inhibition, actives largely listed as inhibitors. actives 0.092% (n = 330,000). N370S GC spleen homogenate, 4MU-glucoside fluorescence;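 note: 0% = full enzyme activity and -100% = no enzyme basal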
FEN1 inh – qHTS Assay for the Inhibitors of Human Flap endonuclease 1 (FEN1); Recombinant FEN1 flap cleavage, fluorescence, 15 min; Potency, µM (top dose mostly 114 µM), for the others: top-dose activity change, negative = inhibition, most hits filed as inhibitors; actives 0.35% (n = 390,000); note: nearly all actives have a fitted effect of over 65% in size
Target sequence (P39748 whole entry, looked up): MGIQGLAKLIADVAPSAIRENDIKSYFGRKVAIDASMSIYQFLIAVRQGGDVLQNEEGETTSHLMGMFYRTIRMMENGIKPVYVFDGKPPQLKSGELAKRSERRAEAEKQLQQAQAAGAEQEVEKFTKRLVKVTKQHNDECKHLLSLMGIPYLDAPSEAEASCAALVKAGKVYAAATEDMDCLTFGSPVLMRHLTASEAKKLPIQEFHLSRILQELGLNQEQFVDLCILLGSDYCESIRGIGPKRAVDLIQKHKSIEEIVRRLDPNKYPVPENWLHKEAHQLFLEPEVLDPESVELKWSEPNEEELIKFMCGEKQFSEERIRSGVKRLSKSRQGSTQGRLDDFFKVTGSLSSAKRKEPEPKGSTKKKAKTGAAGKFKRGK
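Compounds are tested as a concentration series against 10 nM FEN1; after a 15 min room-temperature preincubation, 50 nM substrate starts cleavage, with plate reads at 0 and 15 min. Normalized responses are fitted by a Hill equation.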
* hit, by the source's call; ? = inconclusive; nt = no result given; & = joins results of further samples; [ ] = dose if it differs, or a comment. Calls come from the whole dose curve; as a rule, active = well fitted curve in the direction sought with a large enough effect; inconclusive = small, poorly fitted or top-dose-only effect, or another doubt; inactive = no such curve, though single readings can be large; an effect the other way counts as inactive or inconclusive. Unless noted, % is set by controls: 0 for no effect and ±100 for the full control effect; potency is the fitted concentration of half-maximal effect. This is a random part of the collection. About 0.53% of those tested had a hit in this group.

SMILES	TDP1 inh	N370S GC	FEN1 inh
CCn1c(SCC(=O)c2ccc(O)c(O)c2)nnc1-c1ccc(C)cc1	-4%	-17%	-5%
NCCCCC(NC(CCc1ccccc1)C(=O)O)C(=O)N1CCCC1C(=O)O (stereo not given)	10%[56.1 µM]	-16%	nt
CC(C)CNC(=S)NNC(=O)c1csc2ccccc12	9%	25%	-4%
COc1ccc(CN2CCNC(=O)C2CC(=O)NC2CCCCCC2)c(F)c1 (stereo not given)	5%[56.1 µM]	-10%	-3%
O=C(Nc1cccc(-c2ccc3nncn3n2)c1)C(F)(F)F	-3%	-18%	19%
N=c1n(CCN2CCCCC2)c2ccccc2n1CC(O)COc1ccccc1 (stereo not given)	-1%	23%	2%&4%
CCOC(=O)N1CCN(C(=O)c2cn(CC)c3ccc(S(=O)(=O)N4CCCC4)cc3c2=O)CC1	4%	-3%	-1%
Cc1ccc(N2CCN(S(=O)(=O)c3ccc4oc(=O)ccc4c3)CC2)cc1Cl	nt	-8%	-1%
Cc1ccc(O)c(Nc2ncnc3ccccc23)c1	nt	-9%	3%
O=C(NC1CCN(C(=S)NCc2ccco2)CC1)c1ccc(F)cc1	0%	17%	-9%
Cn1c(N2CCN(C(=O)Nc3ccc(C(F)(F)F)cc3)CC2)nc2ccccc21	1%	-10%	2%
COc1ccc(NC(=O)NCCc2c[nH]c3ccccc23)c(OC)c1	nt	-9%	-7%
Cc1ccccc1OCC(O)Cn1c(N2CCN(c3ccccc3)CC2)nc2c1c(=O)[nH]c(=O)n2C (stereo not given)	0%	16%	-3%
O=c1c2cn(Cc3ccccc3)c3ccccc3c-2nn1Cc1ccc(F)cc1Cl	nt	0%	-6%
COC(=O)c1c(S(C)(=O)=O)nc(-c2ccccc2)[nH]c1=O	3%	4%	7%
COc1cc2nc(Nc3cccc(C)c3)nc(N)c2cc1OC	-2%[12.3 µM]	nt	-20%
O=C(CNC(=O)c1ccc2ccccc2c1)OCC(=O)N1CCN(S(=O)(=O)c2ccc3ccccc3c2)CC1	4%	3%	2%
CCCCNC(=O)Nc1ccccc1CC	-4%	?	-4%
CSc1ccc(CCNC(=O)c2cc(C)nc3c2c(C)nn3-c2ccccc2)cc1	1%	nt	-15%
CC(C)Cn1c(N)cc(=O)n(C)c1=O	-3%	-3%	18%
COCCN1CCN(c2cc(-c3ccccc3)nc3cc(-c4cccc(F)c4)nn23)CC1	-7%[56.1 µM]	-9%	-20%
CSc1ccccc1C(=O)C1CCCN(Cc2cnn(-c3ccccc3)c2)C1 (stereo not given)	nt	-14%	3%
CCOC(=O)N1CCC(=NNC(=O)COc2cccc(C)c2)CC1	8%	0%	0%
CCOC(=O)N1CCN(C(=O)C2CCC(CNS(=O)(=O)c3ccc(Cl)cc3)CC2)CC1 (stereo not given)	3%	5%	12%
CCOC(=O)C1C(=O)C=C(c2ccc(OC)cc2)CC1c1ccco1 (stereo not given)	6%	-16%	-18%
O=C1c2ccccc2C(=O)N1CC(=O)N1c2ccccc2Sc2ccccc21	0%	11%	10%
O=C(Nc1ccc(F)cc1)N1CCN(C(=O)C2CCCO2)CC1 (stereo not given)	4%	1%	-2%
Clc1ccccc1N1CCN(Cc2ccco2)CC1	nt	-4%	25%
Cc1ccc(S(=O)(=O)c2c(N)n(C)c3nc4ccccc4nc23)cc1	7%	?	-1%
COc1ccc(NC(=O)C2CCCN(S(=O)(=O)c3cccs3)C2)cc1OC (stereo not given)	3%	1%	-1%

Record cards, from the list above.
Cc1ccc(S(=O)(=O)c2c(N)n(C)c3nc4ccccc4nc23)cc1 is entered as TDP1 inh: 7%; N370S GC: ?; FEN1 inh: -1%
COCCN1CCN(c2cc(-c3ccccc3)nc3cc(-c4cccc(F)c4)nn23)CC1 is entered as TDP1 inh: -7%[56.1 µM]; N370S GC: -9%; FEN1 inh: -20%

The results go on:
SMILES	TDP1 inh	N370S GC	FEN1 inh
O=C(CSc1nc(-c2ccc(F)cc2)nc2ccc(F)cc12)Nc1cccc(C(=O)O)c1	25µM*	-6%	?
COc1ccc(NS(=O)(=O)c2ccc3nc(COc4cccc5ccccc45)[nH]c3c2)cc1	-1%	8%	2%
Cc1c(C(=O)N2CCN(S(=O)(=O)c3ccccc3)CC2)oc2ccc(Br)cc12	0%	nt	-13%
COc1cccc(C(=O)NN2C(=S)N(c3ccccc3)C(=O)C2CC(N)=O)c1 (stereo not given)	-5%	-5%	-4%
O=C(O)c1oc2ccccc2c1CN1CCN(c2ccccc2)CC1	12%	5%	-3%
Cc1ccc(NS(=O)(=O)c2cn(C)c(C)n2)c(Br)c1	5%	nt	22%
COc1ccc(CSCC(=O)N/N=C/c2ccccc2O)cc1	8%	9%	3%
C=CCNC(=O)C1CC(=O)N(c2ccc(C)cc2)C1 (stereo not given)	-4%	5%	-3%
C=CCNC(=O)C1CC(=O)N(c2ccc(OCC(=O)Nc3ccccc3)cc2)C1 (stereo not given)	2%	4%	-4%
CCC(=O)Nc1ccc2oc(-c3cccnc3)nc2c1	4%	3%	1%
CCCCOC(=O)c1ccc(NC(=O)c2c(OC)cccc2OC)cc1	-2%	-2%	-25%
COc1ccc(C(C(=O)NC2CCCCC2)N(CC2CCCO2)C(=O)C2COc3ccccc3O2)cc1OC (stereo not given)	4%	-5%	-3%
Cc1c(Cl)cccc1NC(=O)CSc1nc(=O)n(Cc2ccco2)c2c1CCC2	5%	nt	8%
COc1cc(/C=C(\NC(C)=O)C(=O)N2CCCCC2)ccc1OC(C)=O	nt	2%	-2%
CCOCCCNC(=O)C1CCCN1S(=O)(=O)c1ccc(Cl)cc1 (stereo not given)	0%	-8%[2.35 µM]	-5%
COc1ccc(N2CCN(C(=O)CN3C(=O)COc4ccccc43)CC2)cc1	7%	5%	-10%
CN(C)CCCNc1cc(C(C)(C)C)nc2c(-c3ccccc3)cnn12	7%	?	-15%
O=C(Nc1ccncc1)Nc1ccc(Cl)cc1	4%[56.1 µM]	?	12%
COCc1cc(=O)n2[nH]c(-c3cccs3)cc2n1	4%	-15%	0%
Nc1nc(-c2ccc(Cl)cc2)nn1C(=O)c1cccs1	0%	16%	-2%
CNC(=O)NC(=O)CSc1ccc(S(=O)(=O)N2CCOCC2)cn1	1%	nt	-5%
CCn1cc2nc(SCC(=O)Nc3ccc(C)cc3)n(Cc3ccc(C)cc3)c(=O)c2n1	3%	nt	8%
O=C(O)c1cc(N=Nc2ccc(-c3ccc(N=Nc4ccc(O)c(C(=O)O)c4)cc3)cc2)ccc1O	?	-8%	nt
COCCNC(=O)c1ccccc1NC(=O)Nc1ccccc1	4%	3%	10%
CN(C)/C=C/C(=O)c1ccc(Cl)c([N+](=O)[O-])c1	9%	4%	-5%
COC(=O)CC(=O)CSc1nc2c(cc1C#N)CCCCC2	0%	7%	-16%
O=C(COc1ccc(Br)cc1)N1CCc2ccccc2C1	nt	2%	-12%
Cc1ccccc1NC(=S)N(CCN(C)C)C(C)c1ccco1 (stereo not given)	1%	-1%	-2%
CC(C)CNC(=O)COc1ccc(Sc2ccc(OCC(=O)NCC(C)C)cc2)cc1	-3%	-1%	-3%
CCC(C)NC(=O)CN1C(=O)NC2NC(=O)NC21 (stereo not given)	-1%	0%	1%

7 neighbouring records out of the list so far, for reference:
SMILES	TDP1 inh	N370S GC	FEN1 inh
O=C(Nc1cccc(-c2ccc3nncn3n2)c1)C(F)(F)F	-3%	-18%	19%
N=c1n(CCN2CCCCC2)c2ccccc2n1CC(O)COc1ccccc1 (stereo not given)	-1%	23%	2%&4%
CCOC(=O)N1CCN(C(=O)c2cn(CC)c3ccc(S(=O)(=O)N4CCCC4)cc3c2=O)CC1	4%	-3%	-1%
Cc1ccc(N2CCN(S(=O)(=O)c3ccc4oc(=O)ccc4c3)CC2)cc1Cl	nt	-8%	-1%
Cc1ccc(O)c(Nc2ncnc3ccccc23)c1	nt	-9%	3%
O=C(NC1CCN(C(=S)NCc2ccco2)CC1)c1ccc(F)cc1	0%	17%	-9%
Cn1c(N2CCN(C(=O)Nc3ccc(C(F)(F)F)cc3)CC2)nc2ccccc21	1%	-10%	2%

(continued)
SMILES	TDP1 inh	N370S GC	FEN1 inh
O=C(CCN1C(=O)/C(=C\c2cccs2)SC1=S)NC1=NCCS1	11%	6%	-3%
COCCNC(=S)NNc1ccccc1[N+](=O)[O-]	6%	-3%	1%
Cc1ccc(N2CCN(c3ccc(C)cc3)C2c2cccnc2)cc1	8%	19%	-17%
C[n+]1cccc(O)c1SCc1ccccc1	0%	-8%	-20%
Cc1ccc(CCNC(=O)CCCn2nc(C)c3c(C)n(-c4ccccc4)nc3c2=O)cc1	6%	nt	14%
COc1cc(C=O)ccc1Oc1nc(Nc2ccc(F)cc2F)nc(N2CCOCC2)n1	5%	28%	-16%
O=C(/C=N/O)NCCN1CCCCC1	-6%	2%[2.35 µM]	-10%
O=C(NC1CCCC(C(F)(F)F)C1)c1ccc([N+](=O)[O-])o1 (stereo not given)	1%	nt	1%
Cc1c(CC(=O)NCC(=O)NCC(=O)O)c(=O)oc2cc3oc4c(c3cc12)CCCC4	nt	?	5%
CCc1ccc(Nc2cnn(-c3nc4ccccc4s3)c(=O)c2Cl)cc1	3%	6%	-7%
Cc1cccc(OCCCC(=O)Nc2ccc(N3CCCCC3)cc2)c1C	-2%	20%	4%
CSCC[C@@H](C(=O)Nc1cccc(F)c1)N1Cc2ccccc2C1=O	6%	nt	-1%
CCc1ccc2c(c1)cc(CN(C(=S)Nc1cccc(C)c1)C1CC1)c1nnnn12	4%	2%	-1%
COC(=O)c1ccc(C(NC(=O)OCc2ccccc2)/C(=C/[C@@H](C)C(=O)NCc2ccc(S(C)(=O)=O)cc2)c2cccnc2)cc1 (stereo not given in full)	11%	-5%	nt
O=C(NCc1cccnc1)c1ccc(S(=O)(=O)N2CCCCC2)cc1	2%	3%	0%

Another view of some results above.
Results follow in this order: TDP1 inh | N370S GC | FEN1 inh
- CCc1ccc(Nc2cnn(-c3nc4ccccc4s3)c(=O)c2Cl)cc1
→ 3% | 6% | -7%
- Cc1cccc(OCCCC(=O)Nc2ccc(N3CCCCC3)cc2)c1C
→ -2% | 20% | 4%

(next part)
SMILES	TDP1 inh	N370S GC	FEN1 inh
COc1cccc(C(=O)OCC(=O)N2CCc3ccccc3C2)c1	0%	nt	-4%
Cc1ccc(S(=O)(=O)Nc2ccc(NC(=O)c3cccnc3)cc2)cc1	-6%	7%	1%
Cc1cc(-c2onc(C)c2C(N)=O)no1	0%	0%	-1%
CCn1nc(C)c(/C=N/NC(=O)c2ccoc2C)c1C	6%	5%	1%
COc1ccc(S(=O)(=O)NCC2CCCN(C(=O)c3cccnc3)C2)cc1 (stereo not given)	-2%	-4%	-4%
COc1ccc(Nc2ccc3nnc(-c4ccc(Br)cc4)n3n2)cc1	1%	6%	nt
Cc1ccc2c(c1)sc1ncc(NC(=O)c3ccc(F)cc3)c(=O)n12	1%	10%	nt

3 entries from above, sorted by formula weight, largest number first.
SMILES	TDP1 inh	N370S GC	FEN1 inh
O=C(NCc1cccnc1)c1ccc(S(=O)(=O)N2CCCCC2)cc1	2%	3%	0%
CN(C)CCCNc1cc(C(C)(C)C)nc2c(-c3ccccc3)cnn12	7%	?	-15%
Cc1ccc(NS(=O)(=O)c2cn(C)c(C)n2)c(Br)c1	5%	nt	22%
